# NOD2 inhibition: inhibition of NOD2-driven NF-kB reporter – cell-based, luminescence, uHTS, HEK293 (AID 1566). HEK293 NOD2/NF-kB luciferase reporter, luminescence; higher % means a stronger effect. one-dose inhibition, % at 4 µM; EC50 in µM for titrated hits. 290,000 compounds, 0.63% hits; further: many of its hits are not listed in these tables
# Siah-1 displacement: Siah-1 peptide-binding antagonists, primary screen, biochemical, fluorescence polarization, rhodamine-plectin, uHTS (AID 1817); displacement, % at 20 µM, or IC50 in µM where a hit was titrated; Siah-1 / rhodamine-plectin peptide fluorescence polarization; higher % means a stronger effect; 290,000 compounds, 0.02% hits;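 active means displacement of at least 50% at 20 µM, with a fluorescence ratio check between 0.3 and a set limit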;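 further: plate controls were Siah plus tracer with DMSO for no effect and tracer alone without Siah for full effect; strong numbers were not always called active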
# LYP inhibition: PTPN22 lymphoid phosphatase activity blockers – biochemical, fluorescence intensity, uHTS (AID 1779); recombinant LYP phosphatase, fluorescence intensity; higher % means a stronger effect; inhibition, % at 11.5 µM, or IC50 in µM where a hit was titrated; 290,000 compounds, 0.054% hits;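 further: plate controls were vehicle with enzyme for no effect and no enzyme for full effect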
# Myeloid diff 2: compounds promoting myeloid differentiation. ER-HoxA9 myeloid progenitors, lysozyme-GFP differentiation, flow cytometry. calls only at 10 µM. 360,000 compounds, 1% hits;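 active means normalized GFP-positive differentiation at or above the plate's own cutoff, the solvent-only control mean plus 3 SD; inconclusive means no clear call, values can overlap the other calls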;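 further: cells exposed to compound for four days before flow analysis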
# PhoP inhibition: inhibitors of PhoP regulon expression, primary screen, Salmonella Typhimurium, GFP reporter (AID 1863) | S. Typhimurium PhoP-regulated promoter GFP reporter, 4 h; higher % means a stronger effect | inhibition, % at 50 µM; hits with a dose series show IC50 in µM | 300,000 compounds, 0.16% hits;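 active means inhibition over 29.93%, a cutoff 3 SD above the screen mean, later confirmed by dose response; inconclusive means inhibition over 29.93% but no dose response follow-up; inactive means inhibition at most 29.93% or unconfirmed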;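 further: 0% = low Mg2+ inducing control and 100% = high Mg2+ repressing control; strong numbers were not always called active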
# KOR beta-arrestin-1: kappa opioid receptor blockers – cell-based, luminescence, uHTS (AID 1778) | KOR beta-arrestin recruitment, luminescence, antagonist mode; higher % means a stronger effect | one-dose inhibition, % at 10 µM; IC50 in µM for titrated hits | 290,000 compounds, 0.091% hits; further: strong numbers were not always called active
# KOR beta-arrestin-2: kappa opioid receptor activators – cell-based, luminescence, uHTS, primary screen (AID 1777); KOR beta-arrestin recruitment, luminescence; higher % means a stronger effect; one-dose activation, % at 10 µM; EC50 in µM for titrated hits; 280,000 compounds, 0.02% hits; in the data active means activation above about 50%, passing the limit was not always enough; further: a part of the inactive calls stands beside numbers as strong as those of hits
# NOD1 NF-kB reporter: inhibition of NOD1-driven NF-kB reporter – cell-based, luminescence, uHTS, primary screen (AID 1578) | NOD1-driven NF-kB luciferase reporter cells, luminescence; higher % means a stronger effect | inhibition, % at 4 µM; hits with a dose series show EC50 in µM | 290,000 compounds, 1% hits; in the data active means inhibition mostly above about 36%, no sharp cut-off; inactive means mostly below about 34%;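 further: HEK-293T reporter cells stimulated with the NOD1 agonist gamma-tri-DAP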
# HIV fusion peptide: inhibitors of HIV fusion peptide binding, primary screen, biochemical, uHTS, fluorescence dequenching (AID 1986). 290,000 compounds, 0.3% hits. inhibition, % at 20 µM; hits with a dose series show IC50 in µM. cell-free peptide binding, fluorescence dequenching, 30 min; higher % means a stronger effect; in the data active means inhibition mostly above about 52%, no sharp cut-off; inactive means mostly below about 76%; further: some results filed as inactive read as strong as hits
# Myeloid diff 2 GFP+ MAC1+ %: also measured in Myeloid diff 2; calls as there; GFP+ MAC1+ double positive, %; measured here: differentiation confirmed by MAC1 staining
# The depositor's hits bear a star; i = inactive; ? = inconclusive; / = not tested or not shown; + = active, no number; [ ] = remark or other dose. Unless noted, no stated cut-off is given here; in the data, active means inhibition above about 50%; inactive means the rest.
# Order of values – NOD2 inhibition	Siah-1 displacement	LYP inhibition	Myeloid diff 2	Myeloid diff 2 GFP+ MAC1+ %	PhoP inhibition	KOR beta-arrestin-1	KOR beta-arrestin-2	NOD1 NF-kB reporter	HIV fusion peptide
- CCNc1ccc(Br)cc(C(=O)/C=C/c2c(Cl)cccc2Cl)c1=O
→ -1.9%	26.4%	-0.1%	+	3.0*	-0.5%	16.4%	-3.7%	-4.5%	63.9%
- COC(=O)CCCn1nc(NC(=O)c2ccco2)cc1C
→ 5.0%	1.6%	-8.6%	i	0.7	7.6%	-35.0%	-4.3%	-10.1%	-1.1%
- O=C(N/N=C1/CC2C=CCC12)c1ccc(Br)o1 (stereo not given)
→ 4.3%	-0.7%	10.5%	i	0.3	10.5%	-45.3%	-3.1%	55.4%	-3.9%
- Cc1ccc(Nc2nc(C(=O)NCc3ccco3)cs2)cc1
→ -2.6%	-2.3%	-5.6%	i	0.5	-18.2%	29.9%	11.6%	2.7%	1.3%
- C=CCn1c(SCC(=O)Nc2nc3ccccc3s2)nc(O)c(CC)c1=O
→ 1.3%	12.5%	0.6%	i	0.8	-6.6%	0.3%	3.3%	-11.3%	3.3%
- COc1ccc2sc(C)[n+](C)c2c1
→ 12.4%	2.4%	-8.9%	i	0.1	1.5%	1.1%	6.2%	-29.2%	-2.6%
- CC(=O)c1c(COC(=O)c2ccco2)nc2ccccc2[n+]1[O-]
→ 0.8%	-7.9%	-8.0%	i	0.6	/	-42.7%	-2.5%	5.5%	0.5%
- CN(CCC#N)c1ncnc2scc(-c3ccccc3)c12
→ 22.2%	-2.3%	-5.0%	i	0.7	1.5%	-27.2%	3.5%	32.1%	-1.2%
- COc1cccc(CN2CCC(n3nccc3NC(=O)C3CC3)CC2)c1
→ 9.0%	-0.4%	-13.1%	i	4.5	-3.1%	-53.6%	3.6%	0.3%	2.6%
- COc1ccccc1C(C(=O)NC1CCCCC1)N(C(=O)c1csnn1)C1CC1 (stereo not given)
→ -15.1%	-5.0%	-6.0%	i	0.4	3.1%	3.8%	-2.3%	-18.8%	-0.4%
- O=C(NCCc1ccccc1)c1ccc(OCCOc2ccccc2)cc1
→ -12.5%	3.1%	-8.9%	i	6.9	3.8%	-30.7%	0.4%	4.3%	-1.9%
- C/C(CC(=O)Nc1cccc(Br)c1)=N\NC(=O)c1ccc(O)cc1O
→ -0.5%	-6.7%	-8.6%	i	0.3	23.2%	1.7%	-1.7%	-0.6%	3.8%
- COc1ccc(NCc2nnc(SCC(=O)Nc3cccc(C)c3)o2)cc1
→ 6.2%	7.4%	-6.4%	i	0.9	-3.5%	3.5%	10.2%	-4.7%	1.6%
- O=C(N/N=C/c1ccc(Cl)c([N+](=O)[O-])c1)c1ccc2nc[nH]c2c1
→ -5.5%	2.2%	-0.7%	i	0.3	14.0%	3.5%	-4.0%	-3.6%	1.9%
- C=CCOc1c(Br)cc(CNc2ccc(NC(=O)C(C)C)cc2)cc1OCC
→ 5.6%	-0.4%	2.3%	i	0.5	1.1%	-118.4%	3.6%	-9.6%	2.7%
- CCCCN1C(=O)/C(=C2/C=CC=CN2C)SC1=S
→ -1.5%	2.3%	-1.6%	i	0.3	-1.8%	18.1%	-3.3%	-26.5%	0.1%
- c1ccc(NC(=NCc2ccco2)c2ccccc2)cc1
→ 9.7%	0.1%	-5.1%	i	7.9	-9.2%	24.6%	1.8%	-1.5%	4.1%
- O=C(c1ccc(-c2ccccc2)cc1)N1CCN(c2ncccn2)CC1
→ 7.3%	-5.4%	-3.0%	i	2.1	26.0%	12.3%	-1.9%	7.0%	-1.6%
- CCc1ccc(NC(=S)N(CCN(C)C)C(C)c2ccncc2)cc1 (stereo not given)
→ 1.8%	-5.6%	-5.6%	i	0.7	9.5%	-6.8%	-0.6%	-11.6%	-0.9%
- CC(C)CCn1nnnc1C(C(C)C)N1CCC(C(N)=O)CC1 (stereo not given)
→ 4.5%	15.4%	-4.0%	i	0.5	4.3%	-29.7%	2.3%	-10.9%	2.0%

# Part of the list above, limited to KOR beta-arrestin-2 and NOD2 inhibition:
structure,KOR beta-arrestin-2,NOD2 inhibition
C=CCn1c(SCC(=O)Nc2nc3ccccc3s2)nc(O)c(CC)c1=O,3.3%,1.3%
COc1ccc2sc(C)[n+](C)c2c1,6.2%,12.4%
CC(=O)c1c(COC(=O)c2ccco2)nc2ccccc2[n+]1[O-],-2.5%,0.8%
CN(CCC#N)c1ncnc2scc(-c3ccccc3)c12,3.5%,22.2%
COc1cccc(CN2CCC(n3nccc3NC(=O)C3CC3)CC2)c1,3.6%,9.0%

# Continuation:
# Order of values – NOD2 inhibition	Siah-1 displacement	LYP inhibition	Myeloid diff 2	Myeloid diff 2 GFP+ MAC1+ %	PhoP inhibition	KOR beta-arrestin-1	KOR beta-arrestin-2	NOD1 NF-kB reporter	HIV fusion peptide
- C=CCN1CC2(c3ccccc3)CN(CC=C)CC(c3ccccc3)(C1)C2=O
→ 0.9%	11.5%	-9.5%	i	0.6	-1.1%	-11.5%	-1.8%	-12.7%	0.8%
- CCOc1ccc(C(CC(=O)O)NC(=O)C(Sc2ccccc2)c2ccccc2)cc1 (stereo not given)
→ 2.8%	-1.6%	1.9%	i	0.1	-9.7%	4.7%	-4.0%	-19.3%	1.5%
- Fc1ccc(NC(=S)Nc2ccccc2N2CCOCC2)cc1Cl
→ -7.7%	6.5%	-6.4%	i	1.2	-5.7%	18.4%	-3.3%	-29.1%	2.0%
- O=c1cc(CN2CCC3(CC2)OCCO3)c2c(ccc3ccccc32)o1
→ -0.3%	-1.7%	-6.6%	i	0.8	-7.4%	-36.5%	37.5%	-7.0%	-0.2%
- CC(OC(=O)c1ccc2c(=O)n3c(nc2c1)CCCCC3)C(=O)Nc1ccc(Cl)cn1 (stereo not given)
→ -1.3%	4.2%	-2.7%	i	0.4	-2.2%	-7.4%	6.9%	-11.1%	2.0%
- CCOC(=O)CC1(NC(=O)c2cc(COc3ccc(F)c(F)c3)on2)CCCCC1
→ 11.6%	-3.0%	-5.7%	i	5.5	1.0%	-43.4%	1.6%	15.0%	1.8%
- CCc1ccc(NC(=O)NCc2ccccn2)cc1
→ -8.4%	1.4%	-10.4%	i	7.6	0.4%	-14.1%	8.1%	17.7%	-1.8%
- CCNC(=S)N1CCC(C(=O)c2ccc3c(c2)OCCO3)CC1
→ 2.2%	3.7%	-4.9%	i	0.9	7.8%	26.1%[20 µM]	-4.6%	-33.8%	-0.4%
- Cc1ccnc(NC(=O)c2c(-c3ccccc3Cl)noc2C)c1
→ -18.6%	11.4%	0.8%	i	0.1	11.0%	-42.3%	-1.5%	-22.2%	-1.5%
- O=C(CCN1CCN(C/C=C/c2ccccc2)CC1)Nc1ccc(Cl)cc1
→ 0.7%	-2.9%	-6.8%	i	0.3	23.6%	6.7%	1.8%	5.3%	-1.2%
- COc1cccc(CNC(=O)CCNS(=O)(=O)c2ccc3[nH]c(=O)oc3c2)c1
→ 7.0%	0.4%	-5.9%	i	6.2	-8.3%	-7.0%	-0.3%	-16.5%	2.3%
- COc1ccc(CCN(C)C(=O)CCNC(=O)c2ccc(Br)cc2)cc1OC
→ 9.6%	-4.1%	-11.9%	i	3.2	1.8%	-19.9%	-0.4%	-1.9%	-0.8%
- CN(C)S(=O)(=O)N1CCC(CO)(CCc2ccccc2)CC1
→ 9.7%	8.7%	-4.9%	i	0.8	-8.3%	12.1%	0.0%	-25.3%	-0.6%
- Cc1cccc(NS(=O)(=O)c2ccc(-c3cnc(C4CC4)o3)cc2)c1C
→ 45.2%	1.6%	-8.5%	?	/	2.6%	-203.9%	3.6%	43.8%	0.9%
- COCCNC(=O)/C(C#N)=c1\s/c(=C\c2ccccc2OC(F)F)c(=O)n1Cc1ccccc1
→ 21.4%	4.8%	-1.9%	/	/	-18.0%	-174.5%	13.7%	-22.8%	26.0%
- O=C(NC(=S)Nc1ccc(Cl)cc1)c1ccccc1
→ -68.1%	2.5%	4.3%	i	0.4	0.9%	12.9%	-3.7%	-9.8%	0.6%
- O=C(Cc1ccccc1Cl)N1CCN(c2ccccn2)CC1
→ 6.5%	2.0%	-10.6%	i	0.5	-6.2%	0.7%	-5.2%	-34.7%	1.2%
- O=C(Cn1ncc2c(=O)oc3ccccc3c21)NCCN1CCN(c2ccccc2F)CC1
→ 1.2%	-3.4%	-5.4%	i	1.8	-9.0%	-13.6%	-1.6%	-13.3%	1.5%
- COc1ccc(N2C(=NC(=O)C3CCCO3)SC3CS(=O)(=O)CC32)cc1 (stereo not given)
→ 9.1%	-5.8%	-15.3%	i	0.7	3.7%	-29.5%	-1.8%	1.5%	1.4%
- O=C1c2cc(Cl)ccc2OC2(CCNCC2)C12CC(c1ccc(Cl)cc1)=NO2 (stereo not given)
→ 1.9%	-7.7%	-6.7%	i	0.4	-5.1%	8.0%	2.4%	8.9%	-1.4%

# One compound at a time, as listed above. Values in the order: NOD2 inhibition	Siah-1 displacement	LYP inhibition	Myeloid diff 2	Myeloid diff 2 GFP+ MAC1+ %	PhoP inhibition	KOR beta-arrestin-1	KOR beta-arrestin-2	NOD1 NF-kB reporter	HIV fusion peptide
# Results for Cc1ccnc(NC(=O)c2c(-c3ccccc3Cl)noc2C)c1 → -18.6%	11.4%	0.8%	i	0.1	11.0%	-42.3%	-1.5%	-22.2%	-1.5%
# Results for O=C(CCN1CCN(C/C=C/c2ccccc2)CC1)Nc1ccc(Cl)cc1 → 0.7%	-2.9%	-6.8%	i	0.3	23.6%	6.7%	1.8%	5.3%	-1.2%

# More compounds.
# Order of values – NOD2 inhibition	Siah-1 displacement	LYP inhibition	Myeloid diff 2	Myeloid diff 2 GFP+ MAC1+ %	PhoP inhibition	KOR beta-arrestin-1	KOR beta-arrestin-2	NOD1 NF-kB reporter	HIV fusion peptide
- Cc1ccc(S(=O)(=O)Nc2ccc(NC(=O)CN3CCCCC3)c(Cl)c2)cc1
→ -2.4%	2.1%	-0.2%	i	0.8	4.3%	-17.3%	2.3%	6.4%	-1.5%
- O=C(N/N=C/c1cccc(Oc2ccccc2)c1)c1cccc(O)c1
→ 5.0%	12.7%	-2.9%	/	/	5.5%	21.9%	-0.7%	-53.3%	0.1%
- Cc1cccc(N2CCN(Cc3cc(=O)n4ccsc4n3)CC2)c1C
→ 11.0%	-1.6%	-6.4%	i	0.8	6.4%	-27.3%	-1.2%	-7.0%	1.9%
- COc1ccc(C=O)cc1Cn1ccnc1
→ 1.3%	8.5%	-5.8%	i	0.2	-8.1%	-49.6%[20 µM]	/	-23.0%	-0.5%
- Cc1ccc(NC(NC(=O)c2cccs2)C(Cl)(Cl)Cl)cc1 (stereo not given)
→ 21.6%	4.7%	-4.1%	i	2.3	-3.1%	-1.9%	-0.4%	19.0%	-1.4%
- Cn1c(N)c(-c2ccccc2)c2ccc([N+](=O)[O-])cc2c1=O
→ -0.5%	-7.3%	-3.6%	i	1.0	13.4%	10.2%	5.4%	15.2%	9.4%
- CSc1nnc(NC(=O)c2cccc(S(=O)(=O)N3CCOCC3)c2)s1
→ -10.2%	3.4%	-5.7%	i	0.7	-7.5%	-6.3%	0.3%	-29.3%	1.9%

# These rows are one share of the data; the hit share may differ from the screen's.
